FXIIa inh 1536: human FXIIa protease inhibitors, primary screen, biochemical, 1536-well | purified FXIIa, Boc-QGR-AMC fluorogenic substrate, 2 h | hit rate 0.3% among 220,000 | inhibition, % at 5 µM | AID 800, 2007 | Coagulation factor XII (Homo sapiens), P00748; in the data active means inhibition above about 40%;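 further: 0% = enzyme with no compound and 100% = blank without enzyme; many of its hits are not listed in these tables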
Hck Nef HTS: inhibitors of Nef-activated human Hck kinase, primary screen, biochemical, Z-Lyte FRET, 384-well, Hck-YEEI | Recombinant Hck-YEEI plus Nef, Z-Lyte FRET kinase assay | inhibition, % at 20 µM | hit rate 0.68% among 220,000;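 active means Hck-Nef kinase inhibition above about 50%, limit read from the data; inactive means inhibition below that limit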;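 further: 0% = DMSO with Hck plus Nef and 100% = Hck alone without Nef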
thrombin 1536: human alpha-thrombin inhibitors, primary screen, counter-screen for coagulation protease inhibitor project, biochemical, 1536-well, fluorogenic AMC substrate. Boc-VPR-AMC fluorogenic substrate cleavage. inhibition, % at 5 µM. hit rate 0.26% among 220,000. AID 1046, 2008;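 active means inhibition at or above 40%; inactive means inhibition below 40%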;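 further: 0% = enzyme with no compound and 100% = wells without enzyme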
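Assay system: human alpha-thrombin enzyme. Reagent: Boc-VPR-AMC substrate, 15 µM final. Compound dosing: one concentration per compound, 5 µM, with 0.2% DMSO. Incubation: room-temperature reaction. Technique: AMC fluorescence, 355/460 nm. Measure: % inhibition relative to enzyme controls and enzyme-free blanks.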
L929 necroptosis: inhibitors of zVAD-triggered necroptosis, primary screen, L929 cells. hit rate 0.38% among 220,000. viability rescue, % at 10 µM. AID 1377, 2008. L929 zVAD necroptosis rescue, ATP luminescence, 24 h; with zVAD 60 µM;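 active means activation, scaled between plate controls, above about 75%, limit read from the data; inactive means activation under that limit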;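 further: 0% = zVAD with DMSO and 100% = DMSO alone without zVAD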
Rad51 HR inh: human RAD51 strand exchange inhibitors, primary screen, biochemical, fluorescence | hRad51 DNA strand exchange, fluorescence dequenching | inhibition, % at 10 µM | hit rate 0.085% among 200,000 | AID 1385, 2008;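 active means inhibition above 40% at the single screening dose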;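 further: 0% = DMSO control wells and 100% = blanks with heterologous ssDNA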
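System: hRad51 filaments on single-stranded DNA; reagent: Fluorescein- and BHQ1-tagged 47-mer duplex; compound dosing: one concentration, 10 µM final; timing: filaments 15 min 37 °C, then compound 30 min; measured by: fluorescein emission 520 nm, excitation 485 nm; benchmarks: per-plate controls and blanks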
KCC2 mod: KCC2 cotransporter modulators, thallium flux, primary screen, cell-based, HEK293 KCC2, FluoZin-2 fluorescence, MLSMR; hit rate 2.2% among 190,000; Solute carrier family 12 member 5 (Homo sapiens), Q9H2X9; KCC2 cells, thallium flux FluoZin-2 fluorescence; B-score of Tl+ flux slope (higher = more flux/activation; lower = inhibition) at 10 µM;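 active means thallium flux slope and its plate-corrected score both differing from the plate sample mean at a set confidence after two filtering rounds, in either direction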;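 further: slope of fluorescence scaled to starting intensity during 10 to 20 s after thallium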
Target sequence (Q9H2X9 whole entry, looked up): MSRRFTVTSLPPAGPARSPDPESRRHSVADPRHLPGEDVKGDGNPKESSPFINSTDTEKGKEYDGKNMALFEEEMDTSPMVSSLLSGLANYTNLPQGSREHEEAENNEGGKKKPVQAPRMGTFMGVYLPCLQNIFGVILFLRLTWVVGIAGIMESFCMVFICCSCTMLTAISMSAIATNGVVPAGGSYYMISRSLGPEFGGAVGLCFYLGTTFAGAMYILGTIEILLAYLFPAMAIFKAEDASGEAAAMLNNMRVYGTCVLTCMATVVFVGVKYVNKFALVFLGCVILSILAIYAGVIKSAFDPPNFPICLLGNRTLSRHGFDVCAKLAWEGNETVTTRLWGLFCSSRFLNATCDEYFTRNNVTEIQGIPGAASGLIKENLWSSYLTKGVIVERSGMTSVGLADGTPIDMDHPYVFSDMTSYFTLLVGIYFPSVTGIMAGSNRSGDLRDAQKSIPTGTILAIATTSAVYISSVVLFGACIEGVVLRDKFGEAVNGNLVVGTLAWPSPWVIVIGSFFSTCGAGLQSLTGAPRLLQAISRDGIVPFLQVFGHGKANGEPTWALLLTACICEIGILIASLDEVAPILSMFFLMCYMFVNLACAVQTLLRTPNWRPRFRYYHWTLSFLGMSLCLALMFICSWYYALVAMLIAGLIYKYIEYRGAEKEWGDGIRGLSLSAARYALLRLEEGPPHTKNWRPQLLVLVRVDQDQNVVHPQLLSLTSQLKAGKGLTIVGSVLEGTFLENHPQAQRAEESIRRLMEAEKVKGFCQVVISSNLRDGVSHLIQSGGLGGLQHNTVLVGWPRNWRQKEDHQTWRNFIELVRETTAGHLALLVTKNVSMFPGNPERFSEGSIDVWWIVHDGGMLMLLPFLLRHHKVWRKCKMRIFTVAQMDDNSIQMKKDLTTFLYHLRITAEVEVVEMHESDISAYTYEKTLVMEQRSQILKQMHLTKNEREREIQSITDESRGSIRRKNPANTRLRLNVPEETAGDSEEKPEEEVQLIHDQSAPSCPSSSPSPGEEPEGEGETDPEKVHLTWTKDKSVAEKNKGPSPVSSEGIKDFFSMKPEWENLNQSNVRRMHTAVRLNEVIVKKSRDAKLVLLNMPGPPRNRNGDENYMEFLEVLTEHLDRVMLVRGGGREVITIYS
FXIa inh: human FXIa protease inhibitors, primary screen, biochemical, 1536-well | Coagulation factor XI (Homo sapiens), P03951 | purified FXIa, Boc-Glu-Ala-Arg-AMC fluorogenic substrate | inhibition, % at 5 µM | hit rate 0.14% among 220,000 | AID 798, 2007;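 active means inhibition of at least 40%; inactive means inhibition below 40%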;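 further: fluorescence of freed AMC excited at 355 nm; 0% = enzyme without compound and 100% = no enzyme blank; many of its hits are not listed in these tables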
hK5 inh: human KLK5 protease inhibitors, primary screen, biochemical, 1536-well; Kallikrein-5 (Homo sapiens), Q9Y337; hit rate 0.59% among 210,000; recombinant hK5, fluorogenic AMC substrate cleavage; inhibition, % at 5 µM;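 active means inhibition of 40% or more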;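 further: 0% = enzyme controls without compound and 100% = no-enzyme blanks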
TNF necrop inh: inhibitors of TNF-alpha triggered necroptosis, primary screen, cell-based, Jurkat FADD-/-, single concentration. Jurkat FADD-/- TNF necroptosis rescue, ATP luminescence, 24 h; 0 = TNF only, 100 = no-TNF cells. activation (protection from cell death), % at 10 µM. hit rate 0.068% among 220,000. AID 463075, 2010;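 active means activation, meaning protection from cell death, of at least 50% relative to plate controls; inactive means activation below 50%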;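 further: necroptosis triggered by 40 ng/mL TNF-alpha added together with compound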
* hit, by the source's call; i = inactive; nt = not tested or not shown. An excerpt; count on the stated rates, not on these rows.

SMILES | FXIIa inh 1536 | Hck Nef HTS | thrombin 1536 | L929 necroptosis | Rad51 HR inh | KCC2 mod | FXIa inh | hK5 inh | TNF necrop inh
CN1CCC(CNC(=O)Nc2csc3ccccc23)CC1 | 4 | 1 | 5 | -0.2 | 13 | 0.31 | 5 | -7 | 2.1
C/[N+]([O-])=C\C1C(=O)CC(C)(C)CC1=O | 4 | -31 | -6 | 0.9 | 6 | 0.92 | -1 | 1 | -0.6
O=C1c2ccccc2-c2onc3ccc(N4CCCC4)c1c23 | 1 | 34 | -21 | 17 | i | -1.7 | -9 | 9 | -0.5
NS(=O)(=O)c1ccc(NC(=O)CSC2CCCCC2)cc1 | 12 | 0 | 0 | 1.5 | 0 | 2.5 | 1 | -5 | 0.9
CCC(=O)N(CCc1ccc(OC)c(OC)c1)Cc1cc2ccc(C)cc2n2nnnc12 | 5 | 22 | -5 | 0.6 | -6 | -0.77 | -2 | -3 | 1.1
Cn1cnnc1SCC(=O)c1c[nH]c2ccccc12 | -1 | -6 | -11 | 0.6 | -5 | 0.27 | 5 | -4 | 4.2
Cc1noc(NS(=O)(=O)c2ccc(NC(=O)c3ccoc3C)cc2)c1C | -2 | 1 | -1 | 0.1 | 2 | 0.31 | -1 | -27 | -1.8
COc1ccc(Nc2cc(C(=O)N3CCc4ccccc4C3)c3ccccc3n2)c(OC)c1 | 4 | 22 | -4 | 0.1 | -8 | -1.1 | 3 | -5 | -0.5
CC1CCCCN1S(=O)(=O)c1ccc(S(=O)(=O)N2CCN(c3ccc(F)cc3)CC2)cc1 (stereo unspecified) | 7 | 3 | -3 | -0.2 | 0 | nt | 5 | -10 | 0.6
COc1ccc(NS(=O)(=O)c2ccc(NC(=O)C(C)(C(F)(F)F)C(F)(F)F)cc2)nn1 | 3 | 1 | -2 | 0.2 | -1 | -0.067 | -5 | -5 | -0.8
Cc1nc2cc(Nc3nnc(-c4ccccc4)c4ccccc34)ccc2n1C | 17 | -1 | -4 | 6.8 | 8 | nt | 2 | 2 | -9.9
c1ccc(-n2cccc2CNC2CCCCC2)cc1 | 12 | 0 | -6 | 1.7 | 0 | nt | -5 | -9 | 1.7
CCN1CCN(c2cc(C)c3cc(NC(=S)N4CCOCC4)ccc3n2)CC1 | 8 | 3 | -4 | 0.6 | -6 | 0.56 | -1 | 3 | 1.7
CCN(CCn1cccn1)Cc1ccccc1OCC(O)CN1CCc2ccccc2C1 (stereo unspecified) | 3 | 3 | -7 | -0.4 | nt | 1.8 | -6 | nt | 2.3
CNC(=O)c1ccccc1F | -1 | 1 | -7 | 0.5 | -6 | nt | -7 | 3 | -0.7
COc1ccc(S(=O)(=O)N2CCOCC2)cc1NC(=O)CSc1ncnc2ccccc12 | 2 | -9 | -4 | 0.0 | -3 | -1.9 | -3 | -3 | 8.6
O=C(O)CCC(=O)N1CCN(c2ncccn2)CC1 | 3 | -14 | -4 | 0.5 | -20 | 0.39 | 6 | -4 | 0.5
Cn1cc(/C=C/C(=O)c2ccccc2)c2ccccc21 | 14 | 19 | 7 | 5.1 | -12 | -0.02 | 5 | 6 | 1.7
Cc1ccc(C2Nc3ccccc3NC3=C2C(=O)OC(C)C3)cc1 (stereo unspecified) | 7 | -3 | -3 | 0.1 | -1 | -0.16 | 7 | 9 | 2.7
CCO[C@@H]1OC(C(=O)NCc2ccccc2)=C[C@H](c2csc3ccccc23)[C@H]1CCCO | 4 | -6 | -5 | 3.1 | nt | -2.9* | -3 | -3 | 7.9

Profiles, quoted from the list. Order of values: FXIIa inh 1536 | Hck Nef HTS | thrombin 1536 | L929 necroptosis | Rad51 HR inh | KCC2 mod | FXIa inh | hK5 inh | TNF necrop inh
Listed for `COc1ccc(S(=O)(=O)N2CCOCC2)cc1NC(=O)CSc1ncnc2ccccc12` → 2 | -9 | -4 | 0.0 | -3 | -1.9 | -3 | -3 | 8.6
Listed for `CN1CCC(CNC(=O)Nc2csc3ccccc23)CC1` → 4 | 1 | 5 | -0.2 | 13 | 0.31 | 5 | -7 | 2.1
Listed for `C/[N+]([O-])=C\C1C(=O)CC(C)(C)CC1=O` → 4 | -31 | -6 | 0.9 | 6 | 0.92 | -1 | 1 | -0.6

(listing goes on)
SMILES | FXIIa inh 1536 | Hck Nef HTS | thrombin 1536 | L929 necroptosis | Rad51 HR inh | KCC2 mod | FXIa inh | hK5 inh | TNF necrop inh
O=c1c2ccccc2nnn1CSc1nnc(Nc2ccccc2)s1 | 1 | -1 | -5 | 1.4 | 7 | nt | -5 | 0 | 0.0
O=C(COc1ccc(Cl)cc1)NCCCn1ccnc1 | -5 | 2 | -21 | 0.1 | 11 | 0.52 | 1 | -5 | -0.2
O=C(Oc1ccc(OC(=O)N2CCCCC2)cc1)c1ccccc1 | 9 | 8 | -5 | -0.1 | -4 | -0.28 | -4 | -6 | -0.8
O=C(COc1ccc(C(=O)c2ccccc2)cc1)NC1CCCCC1 | 3 | 1 | -9 | 2.1 | -3 | -0.12 | -4 | -25 | -0.2
CC(C)NC(=S)NC(=O)c1ccc(Cl)cc1Cl | 6 | 2 | -6 | -1.1 | -9 | 29* | 4 | 0 | 0.2
COc1ccc(Oc2coc3c(CN(C)C)c(O)ccc3c2=O)cc1 | -1 | 1 | 1 | 0.4 | 0 | 0.65 | -3 | -15 | -1.7
CCNC(=S)NNC(=O)c1csc2c1CCCC2 | 12 | 0 | -7 | -0.3 | 1 | -0.34 | -1 | -5 | -1.8
Cc1onc(-c2ccccc2)c1CNC(=O)CN1C(=O)c2ccccc2C1=O | -1 | -3 | -1 | 0.7 | -1 | 0.42 | -5 | -7 | 0.8
CC1Cc2ccccc2N1C(=O)Cn1c(=O)oc2cc(S(=O)(=O)N3CCCCC3)ccc21 (stereo unspecified) | 3 | 3 | 2 | 0.8 | 5 | nt | -3 | 14 | -1.6
Clc1ccc(-c2nc(C3CCCCC3)no2)cc1 | 7 | -1 | 3 | 0.5 | 4 | -0.35 | -6 | -3 | 0.8
Cc1nc2c(C(=O)NCCc3ccccc3)c[nH]n2c(=O)c1Cl | 2 | 3 | -4 | -0.3 | 1 | nt | -4 | 2 | -1.8
Cc1cc(/C=C2\C(=N)N3N=C(CC(=O)N4CCOCC4)SC3=NC2=O)c(C)n1Cc1ccccc1 | 4 | 26 | -5 | 0.2 | 10 | 0.54 | 1 | 0 | -0.3
CCSc1nnc(NC(=O)CSc2nnc(CNC(=O)c3cc(OC)c(OC)c(OC)c3)o2)s1 | 2 | 9 | -7 | 2.2 | -12 | 0.86 | 6 | -5 | -2.9
CCOC(=O)c1c(NC(=O)c2cccnc2)sc(C)c1C | 16 | 1 | -3 | -0.1 | -7 | 0.19 | 4 | 1 | -0.5
CC1(C)Cc2c(sc3nc(-c4cc5ccccc5o4)n(N)c(=O)c23)CO1 | 20 | 1 | 2 | 0.6 | -4 | nt | 5 | -17 | 1.1
COCCOc1ccc(C(F)(F)F)cc1NC(=O)c1ccc(C(F)(F)F)cc1 | 7 | 1 | 5 | 0.6 | 5 | 0.86 | 1 | -3 | 1.9
COc1ccc2[nH]cc(C(=O)CN3CCN(C4CCCCC4)CC3)c2c1 | -3 | 1 | -5 | -0.3 | -3 | 0.56 | 1 | -4 | -3.2
CN(CCO)c1nc(N)c2c(N)nc3c(c2c1C#N)CC(=O)N3Cc1cccs1 | 5 | 28 | -3 | 2.4 | 5 | -1.5 | -1 | 16 | 1.8
N=c1sccn1CC(=O)Nc1cc(S(=O)(=O)N2CCCCC2)ccc1Cl | 5 | 7 | 9 | 0.5 | -17 | nt | 3 | 0 | 4.9
COc1ccc2cc3cc(C(=O)Nc4cc(OC)c(OC)c(OC)c4)oc3nc2c1 | 16 | 1 | 0 | 2.1 | -2 | nt | -3 | 2 | -7.2
CCN1CCc2c(C#N)c(N3CCOCC3)nc(NCCO)c2C1 | 12 | 1 | -6 | -0.1 | 2 | 0.34 | -1 | -1 | 0.3
Cc1cc(C(=O)CSc2nnnn2C)c(C)n1CCc1ccc(Cl)cc1 | 15 | 1 | 1 | -0.5 | 0 | nt | 4 | 1 | 0.2
O=C(c1nn2c(C(F)(F)F)cc(-c3cccs3)nc2c1Br)N1CCCc2ccccc21 | 16 | 3 | 4 | -0.8 | 9 | -1.8 | 7 | -17 | 2.5
O=C1NCCN/C1=C\C(=O)c1ccccc1 | -8 | -18 | -17 | 0.0 | 8 | 0.023 | 3 | 3 | 2.0
O=C(c1cccc(OC2CCN(C3CCCC3)CC2)c1)N1CCCCCCC1 | 33 | 31 | 18 | -1.6 | -7 | 0.24 | 26 | 28 | 2.1
Cc1noc(NC(=O)c2ccc(Cl)cc2)c1Cl | 6 | 8 | -3 | 2.5 | 12 | 0.44 | 3 | -4 | 0.9
Cc1ccc(NC(=O)CN(C)C(=O)CSc2ncc(C(F)(F)F)cc2Cl)cc1 | 4 | 1 | -12 | 0.1 | 5 | -0.67 | -11 | -18 | 1.0
O=C(OCC(=O)N1CCN(C(=O)c2ccco2)CC1)c1sc2cc(F)ccc2c1Cl | -15 | 3 | 1 | -0.3 | 1 | nt | -1 | 3 | -2.6
Cc1ccc(S(=O)(=O)NCCCN2CCOCC2)cc1C | 9 | -7 | -2 | -1.4 | 10 | -0.28 | 4 | -2 | 0.3
CCOc1cc2[nH]c(=S)n(C3CCN(Cc4ccccc4)CC3)c(=O)c2cc1OCC | 9 | -21 | 6 | 1.2 | 1 | 0.014 | -3 | -4 | 1.3
O=C(NC1CCCC1)c1ccc(Cn2c(=O)[nH]c3ccsc3c2=O)cc1 | -2 | 15 | -7 | 0.9 | 3 | -0.17 | -2 | -5 | 7.4
CCc1cccc(CC)c1NC(=O)c1ccccc1CCc1ccccc1 | 4 | 0 | -2 | -0.6 | 5 | -0.052 | 11 | -4 | 1.1
CN(C)CCCOc1nc2c(c(=O)n(C)c(=O)n2C)n1C | 0 | -7 | -2 | -0.2 | 9 | 0.68 | -7 | -15 | -0.3
Cc1ccc(-n2nc(C)c3cc(C(=O)O)sc32)cc1 | 16 | 2 | -1 | 0.0 | 7 | -0.025 | 6 | 12 | -1.7
O=C(CSc1nnc2ccccn12)N1CCOCC1 | 4 | 4 | -6 | 0.0 | -6 | 0.79 | 3 | 6 | -0.6
Cc1c(S(=O)(=O)NCCc2ccccc2)c(=O)n(C)c(=O)n1C | 4 | 22 | -5 | 0.2 | nt | -0.033 | -2 | 1 | 2.1
O=C(CS(=O)(=O)c1cn(Cc2ccc(F)cc2)c2ccccc12)N1CCOCC1 | 3 | 6 | -3 | 0.3 | -8 | -1.9 | 1 | -4 | 0.8
Cn1cc(C(=O)N/N=C/C2=C(N3CCOCC3)C(=C\c3ccccc3)/CC2)ccc1=O | 11 | -2 | 2 | 3.0 | 3 | -0.71 | 6 | -2 | 2.9
